Bioassay records from PubChem.
ASAP1 GAP inh: blocks human ASAP1-stimulated Arf1 GTP hydrolysis; GDP FP detection; 360,000 compounds, 0.19% hits; AID 624377; inhibition, % at 16.5 µM; Q9ULH1; in the data active = inhibition above about 25%;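 note: 0% = vehicle with enzyme and substrate and 100% = no enzyme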
Tn7 DDE FP: disrupts Tn7 cyclic peptide binding to fibrin D-Dimer-E complex; 370,000 compounds, 0.13% hits; inhibition, % at 8.3 µM; FP displacement of FITC-Tn7 peptide from fibrin DD(E); 0% = median of compound wells per plate;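 active = inhibition above the mean of compounds falling within the control limits plus 3 SD of them, cut at about 14% in these data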;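 note: 0% = plate median of compound wells and 100% = 10 µM Aha-Tn7 peptide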
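Assay system: Human clot-derived fibrin DD(E) complex | Buffer or medium: Tris/NaCl/CaCl2 buffer, pH 7.8 | Repeats: One replicate per compound | Benchmarks: Aha-Tn7 high control | Measure: % inhibition scaled between sample-field median and high-control FP | Schedule: 10 min plus 3 h, room temperature | Signal: Fluorescence polarization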
PLCg1 inh: blocks human PLC-gamma1 enzyme activity. P19174. purified PLC-gamma1, fluorogenic substrate, fluorescence. inhibition, % at 12.2 µM. 370,000 compounds, 0.84% hits; in the data active = inhibition above about 9.5%
Target sequence (P19174 whole entry, looked up): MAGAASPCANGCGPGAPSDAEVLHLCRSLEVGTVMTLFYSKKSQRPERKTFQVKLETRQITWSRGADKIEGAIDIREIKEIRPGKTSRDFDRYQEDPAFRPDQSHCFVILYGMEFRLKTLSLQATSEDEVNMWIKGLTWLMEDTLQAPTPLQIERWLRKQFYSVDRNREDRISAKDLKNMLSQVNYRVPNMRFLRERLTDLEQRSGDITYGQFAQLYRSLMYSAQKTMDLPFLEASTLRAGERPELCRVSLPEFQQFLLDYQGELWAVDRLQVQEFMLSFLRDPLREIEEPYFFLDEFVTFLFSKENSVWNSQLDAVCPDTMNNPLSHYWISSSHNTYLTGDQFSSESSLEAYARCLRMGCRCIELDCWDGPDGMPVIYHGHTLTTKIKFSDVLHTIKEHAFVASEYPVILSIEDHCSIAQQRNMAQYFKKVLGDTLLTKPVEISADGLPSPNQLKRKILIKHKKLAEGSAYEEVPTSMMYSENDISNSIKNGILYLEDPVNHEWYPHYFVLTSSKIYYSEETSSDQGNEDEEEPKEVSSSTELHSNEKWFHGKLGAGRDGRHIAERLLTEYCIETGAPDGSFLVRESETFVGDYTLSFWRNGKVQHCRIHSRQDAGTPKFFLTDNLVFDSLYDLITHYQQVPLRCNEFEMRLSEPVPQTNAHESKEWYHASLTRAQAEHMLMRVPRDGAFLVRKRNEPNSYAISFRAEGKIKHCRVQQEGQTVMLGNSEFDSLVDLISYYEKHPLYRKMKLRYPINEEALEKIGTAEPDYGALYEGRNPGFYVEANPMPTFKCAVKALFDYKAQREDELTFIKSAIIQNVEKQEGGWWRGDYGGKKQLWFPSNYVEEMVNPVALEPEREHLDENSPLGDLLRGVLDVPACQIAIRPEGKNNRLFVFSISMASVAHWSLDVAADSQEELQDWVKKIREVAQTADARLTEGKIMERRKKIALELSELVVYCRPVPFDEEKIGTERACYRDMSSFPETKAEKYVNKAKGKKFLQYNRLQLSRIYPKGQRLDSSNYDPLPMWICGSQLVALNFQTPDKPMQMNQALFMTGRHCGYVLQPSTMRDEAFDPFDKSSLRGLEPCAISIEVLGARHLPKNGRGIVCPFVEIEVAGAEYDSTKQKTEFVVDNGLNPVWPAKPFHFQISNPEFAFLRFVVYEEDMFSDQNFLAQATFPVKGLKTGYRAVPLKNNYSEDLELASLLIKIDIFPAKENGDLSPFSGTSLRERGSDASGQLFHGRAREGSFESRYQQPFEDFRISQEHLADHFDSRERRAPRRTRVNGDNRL
ARFGAP1 inhibitor: inhibits rat ARF GTPase activating protein 1; AID 651572; 360,000 compounds, 0.26% hits; Arfgap1-stimulated ARF1 GTP hydrolysis, GDP FP detection; Q62848; inhibition, % at 16.5 µM;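 active = inhibition above a per-plate limit, mean inhibition of low control wells plus 3 SD, cut at about 25% in these data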;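 note: 0% = DMSO wells with enzyme and 100% = wells lacking Arfgap1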
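System: truncated rat Arfgap1 GAP domain / Benchmarks: high control wells lacking Arfgap1, low control full reaction with DMSO / Times: compound-enzyme preincubation 20 min, reaction 120 min, detection 60 min, 25 °C / Repeats: one replicate per compound / Also added: human ARF1(Δ1-17)-GTP substrate / Measured by: Tracer-displacement fluorescence polarization with EDTA stop, 620/688 nm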
TDP2 absorb: TDP2 (human) inhibition, absorbance primary screen; O95551; recombinant TDP2, T5PNP hydrolysis, p-nitrophenol absorbance 415 nm; inhibition, % at 12.8 µM; 370,000 compounds, 0.34% hits; AID 720702;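 active = inhibition above the mean of all tested compounds plus 3 SD, set per campaign, cut at about 25% in these data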;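 note: 0% = DMSO with enzyme and 100% = buffer with substrate but no TDP2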
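Read-out basis: percent inhibition. System: recombinant human TDP2. Buffer or medium: Mg2+-containing Tris-HCl buffer, pH 7.5. Repeats: single replicate. Timing: reaction 2 h, 37 °C. Benchmarks: high control without enzyme, low control DMSO plus TDP2. Probe or stimulus: 5 mM T5PNP. Doses: 12.8 µM only. Measured by: epi absorbance of p-nitrophenol freed from T5PNP by hydrolysis.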
SIAE primary: blocks human sialic acid acetylesterase | SIAE FP-Rh probe binding, fluorescence polarization | inhibition, % at 9.66 µM | 370,000 compounds, 0.69% hits | AID 1053197;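 active = inhibition above a cutoff: mean of compounds within the control limits plus 3 SD of those, cut at about 17% in these data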;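 note: 0% = plate median of compound wells and 100% = probe without SIAE protein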
ADAM10 inh: inhibits human ADAM10 | O14672 | recombinant ADAM10, EDANS/DABCYL FRET peptide cleavage, 3 h | inhibition, % at 7 µM | 370,000 compounds, 0.62% hits | AID 720582;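 active = inhibition above a per-campaign cutoff equal to the mean of compounds falling between control-based bounds plus 3 SD, cut at about 20% in these data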;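 note: 0% = DMSO wells while the 100% control is not disclosed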
Tn6 DDE FP: inhibitors of Tn6 peptide binding to human fibrin DD(E); P02675; Fibrin DD(E) TRITC-Tn6 fluorescence polarization displacement; inhibition, % at 8.3 µM; 370,000 compounds, 0.21% hits; AID 720509;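 active = inhibition above a per-campaign cutoff: mean of compounds within control limits plus 3 SD, cut at about 15% in these data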;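 note: 0% = median of all compound wells on the plate and 100% = blocking peptide control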
PLC-beta3 inh: inhibitors of human phospholipase C beta3; Purified PLC-beta3, fluorogenic substrate, fluorescence; Q01970; inhibition, % at 12.2 µM; AID 720704; 370,000 compounds, 0.18% hits; in the data active = inhibition above about 11%;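 note: 0% = median of compound wells on plate and 100% = full blocker control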
ADAM17 inh: inhibits human ADAM17; P78536; recombinant ADAM17, EDANS/DABCYL FRET peptide cleavage; inhibition, % at 6.95 µM; 370,000 compounds, 0.83% hits; AID 720648;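 active = inhibition above the mean of compounds lying between control limits plus 3 SD, set per campaign, cut at about 8.5% in these data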;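 note: 0% = DMSO-only wells as the low control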
* = called active by the depositor.

#1 O=C(COC(=O)C1=COCCO1)Nc1ncc(C(F)(F)F)cc1Cl
#2 CCCCN1CCCCC1C(=O)Nc1c(C)cccc1C (stereo not drawn)
#3 Cc1cc(C)cc(NC(=O)c2cccc(NC(=O)c3ccco3)c2)c1
#4 N#C/C(=C(/O)COC(=O)CSc1ccc2ccccc2c1)c1nc2ccccc2[nH]1
#5 COc1ccc(CN(C)CC(=O)N2CCc3ccccc3C2)cc1
#6 COCCCNC(NC(=O)c1ccc(OC)cc1)C(Cl)(Cl)Cl (stereo not drawn)
#7 Cc1ccc(NC(=O)Nc2c(Cl)cccc2Cl)cn1
#8 Cc1cccc(O)c1C

Compound	1	2	3	4	5	6	7	8
SIAE primary	-5	2	-19	-10	2	4	-12	3
ADAM17 inh	-3	-7	-1	-4	-5	-1	-3	-1
ADAM10 inh	3	-5	8	-9	6	-2	0	-13
ARFGAP1 inhibitor	-3	-6	4	-3	-2	1	7	1
PLC-beta3 inh	-3	3	-6	-14	-9	-3	-6	-1
ASAP1 GAP inh	0	-1	7	-1	1	1	7	-12
Tn6 DDE FP	3	2	0	-5	-3	-4	5	2
Tn7 DDE FP	6	-3	0	-4	0	3	13	2
TDP2 absorb	-3	3	-4	2	-6	6	-4	3
PLCg1 inh	-4	0	-1	-15	-2	1	1	5

#9 CCOC(=O)c1c(C)[nH]c(N=Nc2cccc(OC)c2)c1C
#10 Cc1ccc(NC(=O)C2CC(=O)N(c3ccc4c(c3)OCCO4)C2)cc1S(=O)(=O)N1CCCCCC1 (stereo not drawn)
#11 CC(C)[C@H](NC(=O)OC(C)(C)C)C(=O)N1CCC(C(=O)N[C@@H](C)C(=O)Nc2ccc(F)cc2)CC1
#12 Cc1cccc(OC(C)C(=O)Nc2nccs2)c1 (stereo not drawn)
#13 CNC(=S)Nc1cc(OC)c(NC(=O)c2ccco2)cc1OC
#14 CS(=O)(=O)n1nc(-c2ccccc2)nc1N
#15 Cc1ccc(S(=O)(=O)N2C[C@H]3C(=O)C[C@@H](c4ccccc4)N(S(C)(=O)=O)[C@H]3C[C@H]2c2ccccc2)cc1
#16 C#CCN1CC(COCCCC)Oc2cccc(Oc3ccc(C(C)(C)C)c(C)c3)c2S1(=O)=O (stereo not drawn)

Compound	9	10	11	12	13	14	15	16
SIAE primary	1	-3	2	-2	8	0	-11	-5
ADAM17 inh	1	6	-4	0	-1	5	7	1
ADAM10 inh	9	16	3	-13	1	2	15	4
ARFGAP1 inhibitor	-3	7	-5	4	4	-2	1	13
PLC-beta3 inh	-7	3	0	-6	1	0	-1	-4
ASAP1 GAP inh	-8	3	0	9	-6	15	1	3
Tn6 DDE FP	-7	1	3	9	-6	2	1	-5
Tn7 DDE FP	-2	-7	-1	2	-4	-5	-9	-5
TDP2 absorb	-5	0	0	-9	8	1	7	0
PLCg1 inh	2	2	4	0	-1	6	3	3

#17 Cc1cc2ncn(CCOc3ccccc3C#N)c2cc1C
#18 O=C1C(=Cc2cccs2)CCc2ccccc21
#19 Cc1ccc(C(=O)C=Cc2cccc(C)c2)cc1
#20 CCCCC(CC)Cn1c(O)c(/C=C2\C=NN=C2c2ccccc2)sc1=S (stereo not drawn)
#21 CC(C)CNC(=O)c1cc([N+](=O)[O-])ccc1N1CCOCC1
#22 COc1ccc(-c2csc(NCCc3nc4cc(Cl)c(Cl)cc4n3CCCO)n2)cc1
#23 Cc1cc(O)c(C(=O)Nc2cccc(Cl)c2)c(=O)n1C
#24 O=C(CN1C(=O)CCS(=O)(=O)c2ccccc21)Nc1ccccc1F

Compound	17	18	19	20	21	22	23	24
SIAE primary	-2	-4	0	-28	-1	4	-6	-5
ADAM17 inh	0	0	-2	-2	3	3	-1	1
ADAM10 inh	0	2	-31	-6	3	9	-1	6
ARFGAP1 inhibitor	0	-5	3	12	-7	17	-6	-14
PLC-beta3 inh	1	3	-2	-1	5	-3	-3	1
ASAP1 GAP inh	10	11	-1	5	9	4	-2	-8
Tn6 DDE FP	-4	2	-17	7	3	-4	-1	5
Tn7 DDE FP	-11	-4	2	0	4	4	-1	-4
TDP2 absorb	-16	0	-11	-12	-11	2	11	-14
PLCg1 inh	3	3	-1	0	11*	-2	2	4

#25 COc1cccc(C2(C)NC(=O)N(CC(=O)c3cc(C)n(C4CC4)c3C)C2=O)c1 (stereo not drawn)
#26 CCOc1ccc(Br)cc1C(=O)N/N=C/c1ccc([N+](=O)[O-])cc1
#27 Cc1ccc(C)c(C(=O)Cn2c(NCCO)nc3ccccc32)c1
#28 CN1CC(=O)N(CC(=O)Nc2ccc(F)cc2)c2ccccc2C1=O
#29 O=C(O)Cn1cc(C(=O)C2CC2)c2ccccc21
#30 Cc1ccc(N=Cc2nc(-c3ccco3)oc2O)cc1
#31 CN1CCN(S(=O)(=O)c2ccc(Nc3ccc(F)cc3)nc2)CC1
#32 O=C(COC(=O)c1ccc(F)c([N+](=O)[O-])c1)NC(=O)NCc1ccccc1

Compound	25	26	27	28	29	30	31	32
SIAE primary	3	-3	0	-3	-3	2	-1	2
ADAM17 inh	-1	0	-4	5	-6	-1	0	3
ADAM10 inh	-1	0	0	9	4	-5	-4	-8
ARFGAP1 inhibitor	4	-2	10	10	20	1	1	5
PLC-beta3 inh	-4	6	-8	5	0	-3	-16	-1
ASAP1 GAP inh	-5	-4	9	7	-6	-23	7	-1
Tn6 DDE FP	-1	-3	6	6	4	-3	-4	6
Tn7 DDE FP	-9	-1	-6	1	10	1	3	-2
TDP2 absorb	4	-4	-8	-17	12	-2	5	-12
PLCg1 inh	1	2	-2	6	1	-6	-12	2

#33 O=C(O)c1cccc(N2C(=S)N=C(Nc3ccccc3)C23CCCCC3)c1
#34 CN1CCC2(CC1)Nc1nc(SCc3ccc(Cl)cc3)nn1C1=C2CN(C)CC1
#35 CC1(C)C2CC=C(/C=N/NC(=S)Nc3cccnc3)C1C2 (stereo not drawn)
#36 O=c1oc(C2(O)CCCCC2)cc2ccc(-c3ccc4[nH]ccc4c3)cc12
#37 COC(=O)[C@@H](Cc1c[nH]c2ccccc12)NCc1cccc(B(O)O)c1
#38 Cc1ccc(NC(=O)COC(=O)CCC(=O)c2cccs2)c(C)c1
#39 COc1nn(CC(=O)N2N=C(C)CC2(O)C(F)F)cc1[N+](=O)[O-] (stereo not drawn)
#40 CCOc1ccc(S(=O)(=O)N2CCN(C(=O)c3oc4ccccc4c3C)CC2)cc1

Compound	33	34	35	36	37	38	39	40
SIAE primary	-3	4	-5	-7	3	1	-3	-1
ADAM17 inh	-3	-1	-4	-8	0	-3	-1	2
ADAM10 inh	-4	4	-5	-28	-10	2	-9	6
ARFGAP1 inhibitor	-11	-5	-5	13	-3	-1	6	-10
PLC-beta3 inh	3	3	4	-11	-3	-5	-6	-6
ASAP1 GAP inh	-4	7	12	2	-6	1	-6	1
Tn6 DDE FP	2	-5	1	-3	-2	-1	2	0
Tn7 DDE FP	-6	2	0	3	10	-1	-1	-3
TDP2 absorb	-7	13	-10	-7	7	9	-2	-4
PLCg1 inh	0	0	1	-3	0	-5	-4	0

Continued (four carried over from the part before).
#37 COC(=O)[C@@H](Cc1c[nH]c2ccccc12)NCc1cccc(B(O)O)c1
#38 Cc1ccc(NC(=O)COC(=O)CCC(=O)c2cccs2)c(C)c1
#39 COc1nn(CC(=O)N2N=C(C)CC2(O)C(F)F)cc1[N+](=O)[O-] (stereo not drawn)
#40 CCOc1ccc(S(=O)(=O)N2CCN(C(=O)c3oc4ccccc4c3C)CC2)cc1
#41 COc1cccc(C(=O)Nc2cc(NC(=O)c3ccco3)ccc2OC)c1
#42 COc1ccc(N=C2NC(=O)/C(=C\c3ccco3)S2)cc1
#43 COc1ccc(Cl)cc1-c1csc(N)n1
#44 Cc1ccc(Cn2ccc(=O)c(Cc3c(Cl)cccc3Cl)c2C)cc1
#45 COc1cccc(-c2ccc(-c3noc(-c4ccccc4F)n3)c(OC)n2)c1
#46 COc1ccccc1NC(=O)CC(=O)c1cccc([N+](=O)[O-])c1
#47 O=C1COc2cc(S(=O)(=O)CCC(=O)N3CCCCC3)c(Cl)cc2N1
#48 CC1Cc2ccccc2N1Cc1nc2cc(Cl)ccc2c(=O)[nH]1 (stereo not drawn)

Compound	37	38	39	40	41	42	43	44	45	46	47	48
SIAE primary	3	1	-3	-1	-1	2	3	-1	-13	2	1	1
ADAM17 inh	0	-3	-1	2	-3	0	-3	-1	-3	4	-3	-1
ADAM10 inh	-10	2	-9	6	3	6	-13	14	3	10	-4	-1
ARFGAP1 inhibitor	-3	-1	6	-10	-3	-7	11	-21	-9	-2	-6	4
PLC-beta3 inh	-3	-5	-6	-6	-1	-9	-7	1	-7	5	-1	-28
ASAP1 GAP inh	-6	1	-6	1	2	-2	4	-7	-5	-2	-5	-1
Tn6 DDE FP	-2	-1	2	0	-8	4	-6	0	8	-4	7	-4
Tn7 DDE FP	10	-1	-1	-3	2	-6	2	10	9	6	4	3
TDP2 absorb	7	9	-2	-4	-4	6	-6	-8	16	12	-3	4
PLCg1 inh	0	-5	-4	0	3	-7	1	2	-6	1	-1	-25

#49 O=c1c(Cl)c(N2CCOCC2)cnn1-c1ncc(C(F)(F)F)cc1Cl
#50 COc1ccc(OC)c(C(=O)N2CCC(C(=O)c3ccc(F)cc3)CC2)c1
#51 O=C(NCc1ccccc1)c1cc(C2CCCN(C(=O)c3ccc4c(c3)CCO4)C2)on1 (stereo not drawn)
#52 Cc1nc2ccccc2c(=O)n1NC(=O)C1CC1
#53 O=c1[nH]c(SCc2ccccc2)nc2c1sc1ccccc12

Compound	49	50	51	52	53
SIAE primary	-3	3	6	-9	9
ADAM17 inh	2	-1	1	2	1
ADAM10 inh	2	6	0	-2	2
ARFGAP1 inhibitor	8	-10	2	4	-8
PLC-beta3 inh	7	3	0	-2	0
ASAP1 GAP inh	-1	-12	-6	4	-3
Tn6 DDE FP	0	7	-3	-6	-5
Tn7 DDE FP	-5	1	7	-3	-1
TDP2 absorb	-8	-3	-8	-5	5
PLCg1 inh	4	-2	2	0	3

Just PLCg1 inh, TDP2 absorb and Tn7 DDE FP, for 2 of the compounds above:
nr	Compound	PLCg1 inh	TDP2 absorb	Tn7 DDE FP
52	Cc1nc2ccccc2c(=O)n1NC(=O)C1CC1	0	-5	-3
53	O=c1[nH]c(SCc2ccccc2)nc2c1sc1ccccc12	3	5	-1

Single values from the entries so far.
For PLC-beta3 inh, O=C(NCc1ccccc1)c1cc(C2CCCN(C(=O)c3ccc4c(c3)CCO4)C2)on1 (stereo not drawn) is entered as 0
For Tn7 DDE FP, COc1ccc(OC)c(C(=O)N2CCC(C(=O)c3ccc(F)cc3)CC2)c1 is entered as 1
For ADAM17 inh, O=c1[nH]c(SCc2ccccc2)nc2c1sc1ccccc12 is entered as 1
For SIAE primary, Cc1nc2ccccc2c(=O)n1NC(=O)C1CC1 is entered as -9
